Assay outcomes deposited in PubChem by National Center for Advancing Translational Sciences (NCATS).
Akt phos inh: inhibitors of Akt phosphorylation; Neuro2A IGF-stimulated pAkt S473 HTRF, 20 min; stronger effect = lower value; activity change, % for hits at 50 µM; hit rate 0.32% among 360,000; AID 651550; in the data active means activity change below about -80%; inconclusive means mostly about -51% to -80%; further: on the % scale 0 is the no-effect control and ±100 the full control effect
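Single-point screen (50 µM final compound) in Neuro2A cells stimulated 20 min with 6 nM IGF at 37 deg C. After lysis, Ser473-phosphorylated Akt read by HTRF (ex 330 nm, em 615/665 nm) as the 665/615 ratio.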
GLP1R ag: GLP-1 receptor (human) agonism | HEK293 GLP-1R CRE-luciferase, luminescence, 4-6 h; cells express a hypersensitive GLP-1R form | Potency, µM (series often up to 45.6 µM), for the others: at the highest dose activation, actives largely listed as activators | hit rate 0.007% among 380,000; further: potency means the concentration at half of the fitted maximal effect; % of control where 0% means no effect
D3 antag: antagonists of human D3 dopamine receptor | P35462 | D3R cells, DiscoveRx beta-arrestin luminescence, antagonist mode; stronger effect = lower value | max response, negative = inhibition, % | hit rate 2.5% among 360,000 | AID 652054; in the data active means max response below about -50%; inconclusive means no clear call, values can overlap the other calls; further: on the % scale 0 is the no-effect control and ±100 the full control effect; mostly tested at two doses, the higher about 12 µM
Target sequence (P35462 whole entry, looked up): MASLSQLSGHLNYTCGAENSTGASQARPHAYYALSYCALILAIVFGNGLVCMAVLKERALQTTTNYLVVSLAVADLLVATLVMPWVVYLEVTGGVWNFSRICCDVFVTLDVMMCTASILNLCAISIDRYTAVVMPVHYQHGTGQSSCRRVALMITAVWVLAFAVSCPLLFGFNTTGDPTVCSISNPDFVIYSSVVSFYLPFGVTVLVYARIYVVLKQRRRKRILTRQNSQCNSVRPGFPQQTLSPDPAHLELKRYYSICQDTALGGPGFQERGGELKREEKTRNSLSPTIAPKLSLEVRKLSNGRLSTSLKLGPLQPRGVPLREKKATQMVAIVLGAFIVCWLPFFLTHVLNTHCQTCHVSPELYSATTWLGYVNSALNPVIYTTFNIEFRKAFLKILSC
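Cells expressing the human receptor were seeded at 1500 cells/well, incubated overnight at 37 degrees C in 5% CO2, then exposed to library compounds with dopamine controls for 90 minutes at 37 degrees C before luminescent detection.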
PTHR1 ag: agonists of human PTHR1 parathyroid hormone receptor | Q03431 | HEK293 GP2 PTHR1 cells, GloSensor cAMP luminescence, 1 h | Potency, µM (highest dose often 115 µM), inactives show at the top dose activation, most hits filed as activators | hit rate 0.075% among 410,000; further: potency means the concentration at half of the fitted maximal effect; nearly all actives have a fitted effect of over 55% in size; some results filed as inactive show a strong effect at the top dose; inactives centre near -15; many of its hits are not listed in these tables
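HEK-293-derived GP2 cells expressing PTHR1 and a GloSensor cAMP reporter, 3,000/well, plated overnight, given luciferin plus IBMX (each 0.5 mM as added) for 1 h at 37 °C, then compound for 1 h at 37 °C. Luminescence was read after 15 min at room temperature.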
Abeta rescue: compounds reversing amyloid beta toxicity in yeast; Potency, µM (series often up to 46.1 µM), for the others: at the highest dose growth rescue, most hits filed as activators; AID 1347071; yeast expressing A-beta42, growth rescue, OD600, 48 h; response scale: 0% DMSO, 100% iron-clioquinol control; hit rate 0.063% among 410,000; further: potency means the concentration at half of the fitted maximal effect; nearly all actives have a fitted effect of over 55% in size
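Yeast A-beta toxicity model in growth medium with pinned compounds, 48 h at 30 C; growth read as absorbance at 600 nm. Normalized to FeCl3/clioquinol equimolar mix (positive) and DMSO (negative).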
TDP43 rescue: TDP-43 toxicity inhibition in yeast; TDP-43 expressing yeast growth rescue, BacTiter-Glo, 24 h; Potency, µM (series often up to 46.1 µM), inactives show top-dose growth rescue (activation), usual class: activators; hit rate 1.8% among 410,000; AID 652104; further: potency means the concentration at half of the fitted maximal effect; % of control where 0% means no effect; nearly all actives have a fitted effect of over 50% in size
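Luminescence from BacTiter-Glo reports growth of TDP-43-expressing yeast after 24 hr at 30 deg C with compound. Cells were raffinose-pregrown to mid-log, then seeded in galactose medium at OD600=0.02.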
aSyn rescue: inhibitors of alpha-synuclein toxicity in yeast. Potency, µM (highest dose often 46.1 µM), inactives show at the top dose growth rescue (activation), most hits filed as activators. Yeast expressing alpha-synuclein, growth rescue, BacTiter-Glo, 24 h. hit rate 0.14% among 370,000; further: potency means the concentration at half of the fitted maximal effect; % of control where 0% means no effect; nearly all actives have a fitted effect of over 65% in size
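Screening used galactose-induced yeast with toxic alpha-synuclein levels, exposed to compound for 24 hr at 30 deg C. Cell growth, read with BacTiter-Glo luminescence, gave the measured signal.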
FUS yeast rescue: rescues growth of FUS-expressing yeast | Potency, µM (top dose mostly 76.6 µM), for inactives: at the top dose growth rescue (activation), usual class: activators | S. cerevisiae FUS-expressing, growth rescue, OD600, 24 h | hit rate 0.24% among 390,000;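 further: potency means the concentration at half of the fitted maximal effect; plate controls were DMSO vehicle for no effect and reference control for full effect; nearly all actives have a fitted effect of over 55% in size; some results filed as inactive show a strong effect at the top dose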
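Absorbance at 600 nm, taken 24hr after compound addition, measured rescue of FUS-yeast growth at 30C. Induction used 2% galactose with seeding at OD 0.005. Controls: CP55940 from 92uM final, DMSO only.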
GLP-1R inv ag: acts as inverse agonist at human GLP-1 receptor | P43220 | HEK293 GLP-1R CRE-luciferase, luminescence, 24 h; GLP-1R form is constitutively active | hit rate 1.6% among 410,000 | Potency, µM (doses to about 38.3 µM), without a hit: top-dose activity change, negative = inhibition, usual class: inhibitors; further: potency means the concentration at half of the fitted maximal effect; on the % scale 0 is the no-effect control and ±100 the full control effect; nearly all actives have a fitted effect of over 55% in size
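Stable HEK293 clone (constitutively active GLP-1R + cAMP-response luciferase); 200 cells/uL plated, 12 h pre-culture, compound 24 hr, 37 deg C/5% CO2; detection reagent 12 min RT; luminescence.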
An asterisk follows results filed as active; i = inactive; ? = inconclusive; · = no result given; [ ] = dose if it differs, or a comment. Unless noted, the call rests on the fitted dose curve; in most records, active means well fitted curve in the direction sought with a large enough effect; inconclusive means small, poorly fitted or top-dose-only effect, or another doubt; inactive means no such curve, though single readings can be large; an effect the other way counts as inactive or inconclusive.

item	structure	Akt phos inh	GLP1R ag	D3 antag	PTHR1 ag	Abeta rescue	TDP43 rescue	aSyn rescue	FUS yeast rescue	GLP-1R inv ag
1	Cc1ccc(NC(CC(=O)c2ccccc2)c2ccc(F)cc2)cc1 (stereo not given)	i	-11%	-2	i	-1%	-13%	0%	19%	-8%
2	COc1ccccc1CNC(=O)NCc1noc2ccc(C)cc12	·	·	·	-15%	16%	7%	·	17%	-22%
3	CCOc1ccc(NC2CCCCC2NS(=O)(=O)c2ccccc2)cc1 (stereo not given)	i	4%	2	i	-1%	10%	2%	15%	?
4	CCOC(=O)N1CCN(c2c(NCCCN3CCCC(C)C3)c(=O)c2=O)CC1 (stereo not given)	i	-4%	-5	19%	-10%	-8%	-1%	-17%	-2%
5	CCCOc1ccc(C(=O)NC(C)C(=O)O)cc1 (stereo not given)	i	-15%	26	i	4%	-10%	-1%	18%	9%
6	CCN(CC)P(=O)(Nc1ccccc1Br)c1ccc(N(C)C)cc1NC(=O)c1ccco1 (stereo not given)	i	13%	0	-27%	-21%	0%[0.397 µM]	-1%	37%	?
7	C1CCC(NC2=NCCO2)CC1	i	-5%	-26	i	-5%	10%	-6%	-31%	9%
8	CCc1cc(=O)oc2cc(C)cc(OC(C)C(=O)NCCCN3CCOCC3)c12 (stereo not given)	i	-1%	3	-13%	-8%	-10%	1%	-10%	28%

More results follow:
item	structure	Akt phos inh	GLP1R ag	D3 antag	PTHR1 ag	Abeta rescue	TDP43 rescue	aSyn rescue	FUS yeast rescue	GLP-1R inv ag
9	COc1cc2c(cc1OC)C(c1ccc(Cl)cc1)N(c1ccc(C)c(F)c1)C(=O)C2 (stereo not given)	·	·	·	-15%	-32%	35µM*	·	?	?
10	COc1ccc(OC)c(NC(=O)C2CCCN(S(=O)(=O)c3ccc4[nH]c(=O)ccc4c3)C2)c1 (stereo not given)	·	·	·	-9%	0%	15%	·	31%	11%
11	CCN(CC)c1cc(C)c2cc(NC(=O)c3ccccc3Cl)ccc2n1	·	9%	·	-21%	-4%	15%	·	8%	?
12	O=C(NC1CCCCC1)c1ccc(CSc2nc3ccncc3n2Cc2cccc(F)c2)cc1	·	·	·	-67%[inhibitor]	-3%	3%	·	19%	?
13	CCN(C(=O)c1ccc(S(=O)(=O)N2CCCCC2)cc1)C1CCS(=O)(=O)C1 (stereo not given)	i	-7%	3	-25%	-7%	4%	1%	12%	19%
14	Cn1cc(S(=O)(=O)NC2CCCCCC2)c(=O)n(C)c1=O	i	-6%	-3	-22%	5%	21%	-5%	·	3%
15	O=C(NC1CC2CCCC(C1)N2C(=O)NCc1ccccc1)C1CC1 (stereo not given)	i	-16%	-8	i	0%	?	2%	-25%	-15%
16	Cc1ccc(C(=O)Nc2cc(Cl)ccc2-n2cncn2)o1	i	5%	0	i	19%	7%	-1%	18%	32%[activator]

Compounds from the list above with nitrogen in an aromatic ring:
item	structure	Akt phos inh	GLP1R ag	D3 antag	PTHR1 ag	Abeta rescue	TDP43 rescue	aSyn rescue	FUS yeast rescue	GLP-1R inv ag
2	COc1ccccc1CNC(=O)NCc1noc2ccc(C)cc12	·	·	·	-15%	16%	7%	·	17%	-22%
10	COc1ccc(OC)c(NC(=O)C2CCCN(S(=O)(=O)c3ccc4[nH]c(=O)ccc4c3)C2)c1 (stereo not given)	·	·	·	-9%	0%	15%	·	31%	11%
11	CCN(CC)c1cc(C)c2cc(NC(=O)c3ccccc3Cl)ccc2n1	·	9%	·	-21%	-4%	15%	·	8%	?
12	O=C(NC1CCCCC1)c1ccc(CSc2nc3ccncc3n2Cc2cccc(F)c2)cc1	·	·	·	-67%[inhibitor]	-3%	3%	·	19%	?
14	Cn1cc(S(=O)(=O)NC2CCCCCC2)c(=O)n(C)c1=O	i	-6%	-3	-22%	5%	21%	-5%	·	3%
16	Cc1ccc(C(=O)Nc2cc(Cl)ccc2-n2cncn2)o1	i	5%	0	i	19%	7%	-1%	18%	32%[activator]

Later entries.
item	structure	Akt phos inh	GLP1R ag	D3 antag	PTHR1 ag	Abeta rescue	TDP43 rescue	aSyn rescue	FUS yeast rescue	GLP-1R inv ag
17	Cc1ccccc1-c1nnc(NC(=O)c2ccc(N3C(=O)CCC3=O)cc2)s1	i	-1%	2	-96%[inhibitor]	-1%	0%	-8%	10%	-6%
18	CCOC(=O)CSc1nc2c(c(=O)n(Cc3ccccc3Cl)c(=O)n2C)n1C	i	7%	18	-6%	-6%	30%	0%	23%	-2%
19	O=S(=O)(Nc1ccon1)c1ccc(F)c(F)c1	i	0%	-81*	-17%	3%	7%	2%	-3%	18%
20	CS(=O)(=O)N1CCCC(C(=O)Nc2ccc(F)c(F)c2)C1 (stereo not given)	i	-3%	8	i	-19%	19%	0%	-27%	1%
21	Cc1c(N/C=C/C(=O)c2cccs2)c(=O)n(-c2ccccc2)n1C	i	7%	?	i	11%	-3%	21%	42%	10%
22	CCCCC(=O)N(C)c1c(CC)nc2c(OCC(N)=O)cccn12	i	3%	10	-22%	-13%	0%	-15%	-16%	6%
23	COc1ccc(C(=O)COC(=O)CN2C(=O)NC3(CC(C)CC(C)(C)C3)C2=O)c(OC)c1 (stereo not given)	i	-5%	-17	-14%	17%	0%	10%	·	?
24	O=C(COc1ccc(-c2ccccc2)cc1)NNC(=O)Nc1ccc(F)cc1F	i	-14%	-2	i	-1%	7%	-5%	·	8%

Only part of the results is shown; count on the stated rates, not on these rows.
